# High-throughput results: PubChem BioAssay, National Center for Advancing Translational Sciences (NCATS)
# Anesthetic bind = candidate novel general anesthetic via apoferritin binding; 0.074% of 350,000 active; Potency, µM (series often up to 77.5 µM), without a hit: at the top dose activity change, negative = displacement, usual class: inhibitors; AID 485281; P02791; apoferritin/1-aminoanthracene competitive binding, fluorescence; also: potency is read from the fitted curve at half-maximal effect; % is scaled to controls: 0 for no effect and ±100 for the full control effect; nearly all actives have a fitted effect of over 20% in size
# Target sequence (P02791 2-175 limits assumed): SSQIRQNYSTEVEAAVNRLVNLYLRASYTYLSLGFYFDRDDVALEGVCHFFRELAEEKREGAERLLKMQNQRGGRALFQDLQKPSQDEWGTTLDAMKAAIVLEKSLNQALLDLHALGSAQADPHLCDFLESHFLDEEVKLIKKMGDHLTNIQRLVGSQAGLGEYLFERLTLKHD
#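 Apoferritin-based anesthetic binding model; compound displacement of fluorescent 1-AMA measured as endpoint fluorescence after 10 minutes at room temperature, scaled to free-ligand and complex controls.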
# D1 potentiator = potentiators of human D1 dopamine receptor; P21728; HEK293 TREx D1 cells, calcium flux, dopamine EC20 potentiation; 0.036% of 360,000 active; potentiation, % at 10 µM; in the data active = potentiation above about 30%; also: 0% is about no effect
# D1 ag = activates the human D1 dopamine receptor | activation, % at 2 µM | 1% of 360,000 active | P21728 | HEK293 T-REx D1 cells, calcium flux, agonist mode | AID 504660; in the data active = activation above about 30%; also: 0% is about no effect
#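 Tetracycline-induced HEK293 TREx D1 cells, force-coupled to calcium signalling, were dye-loaded with a no-wash calcium kit. Compound was pin-added after a 10 s baseline. Fluorescence was read kinetically at 1 cycle/s for 180 s, with calcium rises flagged as agonism.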
# RXFP1 agonist = RXFP1 (human) receptor agonism; HEK293T-RXFP1 cAMP TR-FRET, 30 min; response scale: percent of porcine relaxin response, buffer zero; 0.3% of 370,000 active; Potency, µM (highest dose often 57.5 µM), without a hit: at the top dose activation, actives largely listed as activators; Q9HBX9; also: potency is read from the fitted curve at half-maximal effect; % is scaled to controls: 0 for no effect and ±100 for the full control effect; nearly all actives have a fitted effect of over 60% in size; many of its hits are not listed in these tables
# Target sequence (Q9HBX9 whole entry, looked up): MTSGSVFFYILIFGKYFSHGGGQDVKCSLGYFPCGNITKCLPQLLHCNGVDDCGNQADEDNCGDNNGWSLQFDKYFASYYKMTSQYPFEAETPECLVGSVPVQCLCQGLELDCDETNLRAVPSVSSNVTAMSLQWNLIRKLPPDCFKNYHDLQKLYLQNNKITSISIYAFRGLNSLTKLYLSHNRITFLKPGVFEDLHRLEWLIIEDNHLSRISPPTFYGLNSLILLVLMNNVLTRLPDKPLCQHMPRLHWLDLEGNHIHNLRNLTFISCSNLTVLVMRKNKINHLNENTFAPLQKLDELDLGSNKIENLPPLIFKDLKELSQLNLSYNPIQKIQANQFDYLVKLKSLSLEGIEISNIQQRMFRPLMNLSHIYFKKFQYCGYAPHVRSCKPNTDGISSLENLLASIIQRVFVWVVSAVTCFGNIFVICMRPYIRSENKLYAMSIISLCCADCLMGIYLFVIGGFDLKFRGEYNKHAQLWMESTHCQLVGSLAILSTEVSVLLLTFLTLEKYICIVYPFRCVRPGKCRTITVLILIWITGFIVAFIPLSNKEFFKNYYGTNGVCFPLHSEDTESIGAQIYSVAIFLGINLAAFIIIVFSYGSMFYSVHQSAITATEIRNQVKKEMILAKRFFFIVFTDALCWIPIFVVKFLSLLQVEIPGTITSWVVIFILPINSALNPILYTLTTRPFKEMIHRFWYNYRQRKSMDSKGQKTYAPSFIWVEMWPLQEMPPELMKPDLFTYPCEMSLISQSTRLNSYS
#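 HEK293 cells stably expressing RXFP1, treated 30 min at 37C with compounds plus PDE4 inhibitor Ro 20174; cAMP measured by HTRF TR-FRET. Normalized to buffer and 29 nM porcine relaxin; EC50 by Hill fit.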
# TRHR enhancer = allosterically enhances the human TRH receptor | TRHR cells, fluo-8 calcium fluorescence, EC20 TRH enhancement | enhancement, % at 2 µM | 0.66% of 360,000 active | AID 493056; in the data active = enhancement above about 30%; also: 0% is about no effect
#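 TRHR-expressing cells loaded with fluo-8 calcium dye were read kinetically (ex 480/em 530) during compound addition, then stimulated with an EC20 of TRH (10 nM final). Enhancement of the Gq-mediated intracellular calcium response was scored.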
# D1 antagonist = human D1 dopamine receptor antagonism. HEK293 TREx D1 cells, calcium flux, dopamine EC80; hits give low values. P21728. activity change, negative = inhibition, % at 10 µM. 3.2% of 360,000 active; in the data active = activity change below about -30%; also: % is scaled to controls: 0 for no effect and ±100 for the full control effect
#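 Tetracycline-induced HEK293 T-REx cells with force-coupled D1 receptor were loaded with a no-wash calcium dye. Compound was added after a 10 s baseline and read kinetically for 180 s; EC80 dopamine was then added and calcium flux followed another 180 s.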
# TRHR agonist = activates the human TRH receptor; TRHR cells, calcium flux fluo-8, FDSS agonist mode; activation, % at 2 µM; 0.18% of 360,000 active; in the data active = activation above about 30%; also: 0% is about no effect
#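 Steps: seed TRHR cells overnight; add fluo-8 no-wash Ca dye, RT 30 min–1.5 h; record 10 s baseline; pin-transfer compounds; monitor fluorescence 1 cycle/s for the agonist window. Calcium increases flag candidate agonists.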
# D2 PAM = positive allosteric modulators of human D2 dopamine receptor | P14416 | HEK293 T-REx D2, calcium flux, EC20 dopamine potentiation | potentiation, % at 10 µM | 0.34% of 340,000 active | AID 485347;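 active = potentiation over 3 SD above the plate norm, cut at about 30% in these data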; also: 0% is about no effect
#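 Potentiation of an EC20 dopamine calcium response measured kinetically over 180 s, after a preceding 180 s compound-only read flagging agonists. Cells: inducible Hek293 Trex D2 line, 4000/well, cultured overnight at 30 C before dye loading.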
# RXFP1 antagonist = antagonists of human relaxin receptor RXFP1; AID 1259400; activity change, negative = inhibition, % at 57.5 µM; HEK293-RXFP1, relaxin-stimulated cAMP HTRF, 30 min; hits give low values; Q9HBX9; 0.59% of 350,000 active;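 active = activity change of -60% or lower, but not beyond a set lower limit; inconclusive = change between -60% and -40%, or beyond the set limit; inactive = change above -40%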; also: % is scaled to controls: 0 for no effect and ±100 for the full control effect
# * hit, by the source's call; ? = inconclusive; / = no result given; & = joins results of further samples; [ ] = dose if it differs, or a comment. Unless noted, calls follow the shape of the dose curve; as a rule, active = well fitted curve in the direction sought with a large enough effect; inconclusive = small, poorly fitted or top-dose-only effect, or another doubt; inactive = no such curve, though single readings can be large; an effect the other way counts as inactive or inconclusive. Not all compounds are listed, so the mix of outcomes need not match the whole.
SMILES,Anesthetic bind,D1 potentiator,D1 ag,RXFP1 agonist,TRHR enhancer,D1 antagonist,TRHR agonist,D2 PAM,RXFP1 antagonist
O=C(Nc1ccc2c(c1)OCO2)c1ccc(Br)o1,-13%,-8,2,-0.3%,1,6,1.1,-9,-12
Cc1ccc(C)c(S(=O)(=O)N2C(=S)NC(=O)C2C(C)C)c1 (centres undefined),2%,-7,0,0.1%,3,3,-0.5,0,8
O=C(c1cc(-c2ccccc2O)on1)N1CCOCC1,1%,-4,2,-5.0%,16,0,0.4,20,-5
Cc1c(Cl)cccc1NC(=S)N(CCCN1CCOCC1)Cc1cccs1,-3%,1,0,2.0%,-4,-6,0.3,2,-6
CCc1ccccc1NC(=O)Nc1ccc(F)cc1F,-4%,4,9,2.6%,-2,-1,0.6,-10,-3
CC1CCC(NC(=O)C(NC(=O)c2ccccc2)C(C)C)CC1 (centres undefined),-3%,-4,3,2.1%,0,-17,-0.1,13,6
CCOC(=O)c1c(NC(=O)COc2ccc(F)cc2)sc2c1CCC(C)C2 (centres undefined),-2%,1,0,1.4%,8,-14,-0.5,-1,-9
Cc1cc(Nc2ccc(F)cc2Cl)n2ncnc2n1,6%,16,-2,0.7%,1,-19,-0.5,-10,-12
COc1ccc(NC(=O)CN(C)C(=O)CNC(=O)c2ccc3ccccc3c2)cc1,/,-6,2,0.0%,5,-17,0.3,-1,-17
CCCCn1c(N)c(N(CC(C)C)C(=O)C2CC(=O)N(c3ccc(C)cc3)C2)c(=O)[nH]c1=O (centres undefined),/,-2,2,0.3%,-3,1,-0.5,-7,3
O=c1[nH]c2ccc(S(=O)(=O)Nc3ccc(-c4nnc5n4CCCCC5)cc3)cc2o1,-13%,0,4,3.0%,7,1,1.1,5,-5
Cc1ccc(NC(=O)c2ccc3c(c2)N(CC(=O)N2CCCCC2)C(=O)C(C)(C)O3)cc1,-24%,1,1,0.0%,-1,-3,-0.5,-6,-22
COc1ccc(S(=O)(=O)N(C)CC(=O)Nc2c(F)cccc2F)cc1,-10%,-3,2,0.9%,-4,-8,0.0,12,-11
O=C(CC1S/C(=N/N=C/c2cccs2)NC1=O)Nc1ccccc1F (centres undefined),-3%,0,1,1.1%,-2,-22,-0.5,/,5
COc1ccc(-c2noc(-c3ccc(NCCc4ccccc4)c([N+](=O)[O-])c3)n2)cc1OC,?,1,9,0.1%,-1,-1,0.2,-4,/
Cc1sc2c(c1C)c(=O)n(-c1ccccc1)c1nncn21,-8%,-4,3,0.2%,-7,-2,-0.1,1,7
CCC(=O)C1CCCN(C(=O)c2ccc(OC3CCN(C(=O)CCOC)CC3)cc2)C1 (centres undefined),-5%,-5,2,0.5%,-2,-12,0.2,-15,-6
CCC(CC)c1nn2c(=O)cc(COc3ccc(NC(=O)c4ccc(Cl)cc4)cc3)nc2s1,-7%,-1,-1,6.4%,18,5,0.2,4,/
CCN(c1ccccc1C)S(=O)(=O)c1nnc(NC(=O)c2ccco2)s1,6%&6%,-7&-1,0&1,15%&0.4%,-2&-2,-10&-5,0.2&-0.1,-28&7,-8&-13
CCOC(=O)c1ccc2c(c1)sc1nc(-c3ccc(OCC)cc3)cn12,-11%,-4,2,-1.3%,-1,-8,0.6,-3,-10
C/C(=N\NC(=O)c1ccc2c(c1)OCO2)c1ccco1,-4%,-3,2,-2.3%,-3,-11,0.5,/,-11
O=C(NCc1cccs1)c1ccc(CS(=O)(=O)c2ccc(Cl)cc2)o1,-7%,6,9,0.9%,-4,0,0.3,-9,-8
Cc1cnc(CNC(=O)c2ccc(OC3CCN(C(=O)C4CC4)CC3)cc2)cn1,-10%,5,2,0.5%,-6,0,0.1,11,11
COc1cc(C(=O)NCC(c2cccnc2)N2CCc3ccccc32)cc(OC)c1OC (centres undefined),?,-1,6,0.4%,-4,8,0.7,-5,-22
CCNc1nc(SCC(N)=O)nc2sc3c(c12)CCN(C)C3,6%,-4,33*,22%,-2,-5,-0.6,5,0

# Some of the entries above, set out differently.
molecule | Anesthetic bind | D1 potentiator | D1 ag | RXFP1 agonist | TRHR enhancer | D1 antagonist | TRHR agonist | D2 PAM | RXFP1 antagonist
COc1ccc(S(=O)(=O)N(C)CC(=O)Nc2c(F)cccc2F)cc1 | -10% | -3 | 2 | 0.9% | -4 | -8 | 0.0 | 12 | -11
O=C(CC1S/C(=N/N=C/c2cccs2)NC1=O)Nc1ccccc1F (centres undefined) | -3% | 0 | 1 | 1.1% | -2 | -22 | -0.5 | / | 5

# (further entries)
SMILES,Anesthetic bind,D1 potentiator,D1 ag,RXFP1 agonist,TRHR enhancer,D1 antagonist,TRHR agonist,D2 PAM,RXFP1 antagonist
O=C(O)C1C2C=CC(O2)C1C(=O)Nc1cccc(C(F)(F)F)c1 (centres undefined),-2%,-6,-3,-2.6%,0,5,0.2,4,8
COc1cc2c(cc1OC)-c1cc(NC3CC3)nc(=O)n1CC2,5%,-10,1,4.8%,0,-24,-0.2,-5,-20
Cc1ccc(C(=O)N/C(=C\c2ccc(-c3cc(Cl)ccc3Cl)o2)C(=O)NCc2cccnc2)cc1,?,-2,0,0.3%,26,-17,1.5,-11,-3
NC(=O)CC(NC(=O)Cc1ccc(Br)cc1)c1ccc(NCCc2ccc(Cl)cc2)c([N+](=O)[O-])c1 (centres undefined),1%,-2,2,0.0%,2,-4,-0.2,-1,/
COc1cccc(-c2cc(C(=O)NCc3ccc(F)cc3)no2)c1,-10%,0,3,2.2%,11,0,0.1,-15,-6
Nc1nc(SCC(=O)c2ccc([N+](=O)[O-])cc2)n[nH]1,-18%,-3,0,0.2%,9,-4,-0.9,9,-8
O=C1C=CC(=O)N1N(c1ccccc1)c1ccccc1,-1%,4,-2,2.0%,18,-3,0.3,22,-17
N#Cc1ccc(COC(=O)c2cccnc2Cl)cc1,-9%,-8,3,3.2%,-4,-13,0.4,-7,1
C/C(=C\C(=O)O)CC(=O)O,-3%,-3,-1,0.9%,-4,0,-0.2,/,-10
COc1ccc(-c2cc(C(=O)Nc3cc(Br)ccc3O)no2)cc1,-1%,5,5,-0.7%,19,-7,-0.8,8,-1
CCOc1ccc(-c2nnc3sc(COc4ccccc4)nn23)cc1,16%,-3,9,3.9%,2,-2,1.0,1,-15
Cc1sc(NC(=O)Nc2ccccc2)c(C(N)=O)c1C,-8%,-6,1,-0.5%,-2,-8,0.6,-9,-1
O=S1(=O)c2ccccc2C(CCO)N1Cc1ccccc1 (centres undefined),-1%&-7%,1,2,0.0%,19,-25,-0.3,-4,/
Oc1ccc(-c2c(C3=CCCCC3)sc3ccccc23)cc1,-17%,0,0,0.2%,2,3,0.2,5,/
COc1cc(C2C(=O)N(C3CCCCC3)CC(=O)N2CCC2=CCCCC2)ccc1OC(C)C (centres undefined),29%,0,-3,-0.4%,-3,-15,0.3,8,7
COc1ccccc1N1CCN(C(=O)c2ccc3c(c2)N(Cc2cc(C)ccc2C)C(=O)c2ccccc2S3(=O)=O)CC1,-16%,3,1,-1.2%,4,13,0.3,2,-4
Cc1ncoc1C(=O)NC1CC(C)(C)Cc2c1cnn2-c1ccc(F)cc1 (centres undefined),-4%,6,3,2.3%,14,-16,0.0,-7,-3
CC(=O)Nc1nonc1NC(=O)c1ccc(C(C)(C)C)cc1,-17%,0,3,0.4%,-8,-4,-0.2,-4,-23
CC(C(=O)OCC(=O)Nc1ccc2c(c1)OCO2)N1C(=O)c2ccccc2C1=O (centres undefined),4%,-6,22,3.4%,5,-4,-1.0,-10,-2
Cc1ccc(C2CC(c3ccccc3)=NN2C(=O)CSc2nnc(-c3ccc(Cl)cc3)o2)o1 (centres undefined),-7%,-5,0,1.3%,2,-1,0.3,-9,-5
Cc1ccc(-c2nnc(Nc3cccc(Cl)c3)c3ccccc23)cc1S(=O)(=O)N1CCOCC1,148%[activator],-3,1,1.3%,6,-9,0.9,-6,4
CCn1c(=O)c2cc(C(=O)NCc3ccc(F)cc3Cl)sc2c2ccccc21,3%,-4,1,-1.0%,5,4,0.0,3,/
Oc1c(I)cc(I)c2cccnc12,2%,-4,0,-0.1%,17,2,0.2,-9,12
N/C(=N\OC(=O)CCCOc1ccccc1)c1ccncc1,-9%,2,6,0.8%,0,-6,0.1,1,6
Cc1cc(C(=O)Nc2cccc(S(=O)(=O)N3CCCCC3)c2)c2ccccc2n1,?,-3,2,3.6%,9,7,-0.2,11,-12
CCc1ccc2c(c1)c(=O)c(S(=O)(=O)c1ccccc1)cn2CC(=O)Nc1cc(C)ccc1C,-11%,3,4,?,-1,-2,0.5,-25,/
CCS(=O)(=O)NCc1csc(C)n1,-1%,-3,2,-0.2%,-5,8,0.1,1,3

# In the list so far, these contain an aryl methoxy group:
SMILES,Anesthetic bind,D1 potentiator,D1 ag,RXFP1 agonist,TRHR enhancer,D1 antagonist,TRHR agonist,D2 PAM,RXFP1 antagonist
COc1ccc(NC(=O)CN(C)C(=O)CNC(=O)c2ccc3ccccc3c2)cc1,/,-6,2,0.0%,5,-17,0.3,-1,-17
COc1ccc(S(=O)(=O)N(C)CC(=O)Nc2c(F)cccc2F)cc1,-10%,-3,2,0.9%,-4,-8,0.0,12,-11
COc1ccc(-c2noc(-c3ccc(NCCc4ccccc4)c([N+](=O)[O-])c3)n2)cc1OC,?,1,9,0.1%,-1,-1,0.2,-4,/
COc1cc(C(=O)NCC(c2cccnc2)N2CCc3ccccc32)cc(OC)c1OC (centres undefined),?,-1,6,0.4%,-4,8,0.7,-5,-22
COc1cc2c(cc1OC)-c1cc(NC3CC3)nc(=O)n1CC2,5%,-10,1,4.8%,0,-24,-0.2,-5,-20
COc1cccc(-c2cc(C(=O)NCc3ccc(F)cc3)no2)c1,-10%,0,3,2.2%,11,0,0.1,-15,-6
COc1ccc(-c2cc(C(=O)Nc3cc(Br)ccc3O)no2)cc1,-1%,5,5,-0.7%,19,-7,-0.8,8,-1
COc1cc(C2C(=O)N(C3CCCCC3)CC(=O)N2CCC2=CCCCC2)ccc1OC(C)C (centres undefined),29%,0,-3,-0.4%,-3,-15,0.3,8,7
COc1ccccc1N1CCN(C(=O)c2ccc3c(c2)N(Cc2cc(C)ccc2C)C(=O)c2ccccc2S3(=O)=O)CC1,-16%,3,1,-1.2%,4,13,0.3,2,-4
